Bioassay records deposited in PubChem BioAssay by The Scripps Research Institute Molecular Screening Center.
ADAM17 inh = inhibits human ADAM17. P78536. recombinant ADAM17, EDANS/DABCYL FRET peptide cleavage. inhibition, % at 6.95 µM. 370,000 compounds, 0.83% hits. AID 720648;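 active = inhibition above the mean of compounds lying between control limits plus 3 SD, set per campaign, cut at about 8.5% in these data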;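 note: 0% = DMSO-only wells as the low control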
TDP2 inh = blocks human TDP2 phosphodiesterase activity; recombinant TDP2, T5PNP hydrolysis, p-nitrophenol absorbance 415 nm; 370,000 compounds, 0.34% hits; inhibition, % at 12.8 µM; O95551; AID 720702;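 active = inhibition above the mean of all tested compounds plus 3 SD, set per campaign, cut at about 25% in these data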;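 note: 0% = DMSO with enzyme and 100% = buffer with substrate but no TDP2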
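Evaluation: % inhibition relative to enzyme-containing and enzyme-free wells. Material: recombinant human TDP2. Benchmarks: enzyme-free and DMSO wells. Timing: enzyme reaction with compound for 2 h at 37 °C. Compound dosing: 12.8 µM only. Measured by: p-Nitrophenol epi absorbance. Reagent: T5PNP substrate at 5 mM, a TopII-DNA adduct mimic. Replication: single well per compound.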
PLCg1 inh = inhibitors of human phospholipase C gamma1; P19174; purified PLC-gamma1, fluorogenic substrate, fluorescence; inhibition, % at 12.2 µM; 370,000 compounds, 0.84% hits; AID 720700; in the data active = inhibition above about 9.5%
DDE Tn7 FP inh = inhibitors of Tn7 peptide binding to human fibrin DD(E); FP displacement of FITC-Tn7 peptide from fibrin DD(E); 0% = median of compound wells per plate; inhibition, % at 8.3 µM; 370,000 compounds, 0.13% hits;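 active = inhibition above the mean of compounds falling within the control limits plus 3 SD of them, cut at about 14% in these data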;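 note: 0% = plate median of compound wells and 100% = 10 µM Aha-Tn7 peptide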
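Assay system: Human clot-derived fibrin DD(E) complex | Buffer or medium: Tris/NaCl/CaCl2 buffer, pH 7.8 | Repeats: One replicate per compound | Benchmarks: Aha-Tn7 high control | Measure: % inhibition scaled between sample-field median and high-control FP | Schedule: 10 min plus 3 h, room temperature | Signal: Fluorescence polarization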
ADAM10 inh = inhibitors of human ADAM10. recombinant ADAM10, EDANS/DABCYL FRET peptide cleavage, 3 h. 370,000 compounds, 0.62% hits. AID 720582. inhibition, % at 7 µM;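 active = inhibition above a per-campaign cutoff equal to the mean of compounds falling between control-based bounds plus 3 SD, cut at about 20% in these data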;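 note: 0% = DMSO wells while the 100% control is not disclosed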
Target sequence (O14672 214-748 limits assumed): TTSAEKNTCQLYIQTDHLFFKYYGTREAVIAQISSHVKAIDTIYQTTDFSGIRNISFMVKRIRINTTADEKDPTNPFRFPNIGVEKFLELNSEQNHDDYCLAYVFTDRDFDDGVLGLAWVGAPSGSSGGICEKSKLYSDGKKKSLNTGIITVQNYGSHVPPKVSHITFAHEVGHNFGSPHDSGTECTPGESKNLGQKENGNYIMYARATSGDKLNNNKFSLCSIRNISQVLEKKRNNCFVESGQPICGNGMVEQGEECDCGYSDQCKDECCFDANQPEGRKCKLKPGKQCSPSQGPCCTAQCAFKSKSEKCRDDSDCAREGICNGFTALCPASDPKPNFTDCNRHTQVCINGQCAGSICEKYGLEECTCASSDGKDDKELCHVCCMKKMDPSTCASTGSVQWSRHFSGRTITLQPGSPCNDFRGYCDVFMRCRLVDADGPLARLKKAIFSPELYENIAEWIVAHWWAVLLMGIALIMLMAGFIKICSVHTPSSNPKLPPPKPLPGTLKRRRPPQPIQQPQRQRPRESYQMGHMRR
ARFGAP1 inh = inhibitors of rat ARFGAP1. Q62848. inhibition, % at 16.5 µM. Arfgap1-stimulated ARF1 GTP hydrolysis, GDP FP detection. 360,000 compounds, 0.26% hits;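 active = inhibition above a per-plate limit, mean inhibition of low control wells plus 3 SD, cut at about 25% in these data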;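 note: 0% = DMSO wells with enzyme and 100% = wells lacking Arfgap1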
Target sequence (Q62848 1-136 limits assumed): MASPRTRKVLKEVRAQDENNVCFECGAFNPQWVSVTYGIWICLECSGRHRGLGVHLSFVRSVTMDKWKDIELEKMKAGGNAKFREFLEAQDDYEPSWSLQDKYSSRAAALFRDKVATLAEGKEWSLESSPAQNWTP
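System: truncated rat Arfgap1 GAP domain / Benchmarks: high control wells lacking Arfgap1, low control full reaction with DMSO / Times: compound-enzyme preincubation 20 min, reaction 120 min, detection 60 min, 25 °C / Repeats: one replicate per compound / Also added: human ARF1(Δ1-17)-GTP substrate / Measured by: Tracer-displacement fluorescence polarization with EDTA stop, 620/688 nm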
Tn6 DDE FP = DD(E)-Tn6 binding inhibition, primary FP screen; 370,000 compounds, 0.21% hits; P02675; Fibrin DD(E) TRITC-Tn6 fluorescence polarization displacement; inhibition, % at 8.3 µM;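 active = inhibition above a per-campaign cutoff: mean of compounds within control limits plus 3 SD, cut at about 15% in these data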;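 note: 0% = median of all compound wells on the plate and 100% = blocking peptide control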
LEDGF integ inh = blocks HIV-1 LEDGF/p75-dependent DNA integration; TR-FRET IN-LEDGF/p75 DNA integration, Eu/Cy5; inhibition, % at 3.7 µM; 370,000 compounds, 0.64% hits;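 active = inhibition above the screen-wide mean plus 3 SD, cut at about 13% in these data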;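 note: signal is the Cy5 over europium emission ratio at 671 and 618 nm; 0% = plate median of compound wells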
ASAP1 GAP inh = ASAP1 ArfGAP inhibition. Q9ULH1. inhibition, % at 16.5 µM. ASAP1-stimulated ARF1 GTP hydrolysis, GDP FP detection. 360,000 compounds, 0.19% hits; in the data active = inhibition above about 25%;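 note: 0% = vehicle with enzyme and substrate and 100% = no enzyme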
KLK7 zymogen act = activates the human kallikrein-7 zymogen; purified proKLK7, EDANS-DABCYL substrate fluorescence; 100% is mature enzyme control, 0% vehicle; activation, % at 7 µM; 370,000 compounds, 0.9% hits;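 active = activation above the mean of all tested compounds plus 3 SD, computed per campaign excluding outliers beyond control limits, cut at about 13% in these data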
Target sequence (P49862 whole entry, looked up): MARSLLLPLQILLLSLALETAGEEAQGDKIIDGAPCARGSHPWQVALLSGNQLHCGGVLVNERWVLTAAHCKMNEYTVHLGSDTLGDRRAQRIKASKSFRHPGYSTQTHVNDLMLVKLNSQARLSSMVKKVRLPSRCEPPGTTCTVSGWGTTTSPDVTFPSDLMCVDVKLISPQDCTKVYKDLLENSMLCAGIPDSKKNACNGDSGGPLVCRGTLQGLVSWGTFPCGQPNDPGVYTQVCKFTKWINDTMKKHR
* hit, by the source's call.

`COc1ccc(C(O)(c2ccccc2OC)C(CN2CCOCC2)c2ccccc2)cc1` (stereo unspecified) gave ADAM17 inh -5, TDP2 inh -12, PLCg1 inh -2, DDE Tn7 FP inh 3, ADAM10 inh -1, ARFGAP1 inh 11, Tn6 DDE FP -4, LEDGF integ inh -5, ASAP1 GAP inh 6 and KLK7 zymogen act 0.7.
For CC(C)NC(=S)N1CCCN(c2ncccc2[N+](=O)[O-])CC1 the results were ADAM17 inh -2, TDP2 inh -7, PLCg1 inh 2, DDE Tn7 FP inh -3, ADAM10 inh -2, ARFGAP1 inh 13, Tn6 DDE FP -6, LEDGF integ inh -1, ASAP1 GAP inh 10 and KLK7 zymogen act 0.0.
For O=C1CCCN1CC(O)CS(=O)(=O)Cc1ccccc1Cl (stereo unspecified) the results were ADAM17 inh 3, TDP2 inh -8, PLCg1 inh 9, DDE Tn7 FP inh -1, ADAM10 inh 9, ARFGAP1 inh -10, Tn6 DDE FP 0, LEDGF integ inh 5, ASAP1 GAP inh 17 and KLK7 zymogen act 1.0.
O=C(CSc1ccc(-c2cccnc2)nn1)Nc1ccccc1F was read as ADAM17 inh -2, TDP2 inh 5, PLCg1 inh -2, DDE Tn7 FP inh -7, ADAM10 inh -3, ARFGAP1 inh 5, Tn6 DDE FP 4, LEDGF integ inh 0, ASAP1 GAP inh 6 and KLK7 zymogen act -0.5.
`Cc1c(Cl)ccc(S(=O)(=O)NCCN2CCOCC2)c1Cl` gave ADAM17 inh 1, TDP2 inh -1, PLCg1 inh 0, DDE Tn7 FP inh -5, ADAM10 inh -4, ARFGAP1 inh -7, Tn6 DDE FP 0, LEDGF integ inh -1, ASAP1 GAP inh 8 and KLK7 zymogen act -0.2.
`c1ccc(-c2cn(CC3CCCCC3)nn2)cc1` gave ADAM17 inh 2, TDP2 inh 2, PLCg1 inh 0, DDE Tn7 FP inh 7, ADAM10 inh 3, ARFGAP1 inh -11, Tn6 DDE FP 2, LEDGF integ inh -3, ASAP1 GAP inh -13 and KLK7 zymogen act 0.5.
COc1cccc2c1OCC([C@@H]1C[C@H]3CN(Cc4cccc(Cl)c4)C(=O)[C@]34CCCN14)=C2 was read as ADAM17 inh 0, TDP2 inh -3, PLCg1 inh 5, DDE Tn7 FP inh -4, ADAM10 inh 11, ARFGAP1 inh -1, Tn6 DDE FP -4, LEDGF integ inh 4, ASAP1 GAP inh 6 and KLK7 zymogen act -0.1.
Screening CNC(=S)NNC(=O)c1oc2nc(-c3ccccc3)cc(-c3ccco3)c2c1N returned ADAM17 inh -30, TDP2 inh -13, PLCg1 inh -141, DDE Tn7 FP inh -1, ADAM10 inh -78, ARFGAP1 inh -11, Tn6 DDE FP 10, LEDGF integ inh 5, ASAP1 GAP inh 6 and KLK7 zymogen act -1.8.
For CCOC(=O)NC1(NCC(C)C)Oc2ccccc2O1 the results were ADAM17 inh -1, TDP2 inh -10, PLCg1 inh -2, DDE Tn7 FP inh -4, ADAM10 inh 6, ARFGAP1 inh 8, Tn6 DDE FP -3, LEDGF integ inh 5, ASAP1 GAP inh 14 and KLK7 zymogen act 0.1.
Screening CC(=O)Nc1ccc(NC(=O)COC(=O)c2cc(S(=O)(=O)N(C)C)ccc2N2CCCC2)cc1 returned ADAM17 inh 0, TDP2 inh 5, PLCg1 inh 3, DDE Tn7 FP inh -1, ADAM10 inh -5, ARFGAP1 inh 0, Tn6 DDE FP -6, LEDGF integ inh -5, ASAP1 GAP inh 1 and KLK7 zymogen act -0.7.
For COC(=O)C1CCCCN1C(=O)c1ccc2oc(Cc3ccccc3)nc2c1 (stereo unspecified) the results were ADAM17 inh -1, TDP2 inh -4, PLCg1 inh 0, DDE Tn7 FP inh 7, ADAM10 inh -6, ARFGAP1 inh -14, Tn6 DDE FP -5, LEDGF integ inh -6, ASAP1 GAP inh -7 and KLK7 zymogen act 0.3.
Cc1ccc(-n2c(Cc3cccs3)nnc2SCc2ccc(Br)cc2)cc1 was read as ADAM17 inh 8, TDP2 inh -2, PLCg1 inh -1, DDE Tn7 FP inh 4, ADAM10 inh 13, Tn6 DDE FP -5, LEDGF integ inh -2 and KLK7 zymogen act 0.5.
COc1cccc(CNC(=O)Cn2ccc([N+](=O)[O-])n2)c1 was read as ADAM17 inh -4, TDP2 inh 7, PLCg1 inh -1, DDE Tn7 FP inh 9, ADAM10 inh -2, ARFGAP1 inh -5, Tn6 DDE FP 6, LEDGF integ inh -3, ASAP1 GAP inh 17 and KLK7 zymogen act -0.6.
CCCN=C1N(CC)C[C@@H]2[C@@H]3C(=O)N(C)C(=O)[C@@H]3[C@](CC)(C(=O)OC)N12 was read as ADAM17 inh -6, TDP2 inh 0, PLCg1 inh 3, DDE Tn7 FP inh 3, ADAM10 inh -16, ARFGAP1 inh -9, Tn6 DDE FP 4, LEDGF integ inh 0, ASAP1 GAP inh 3 and KLK7 zymogen act 0.3.
`Cc1cccc(C)c1NC(=S)NC(=O)c1ccccc1F` gave ADAM17 inh -3, TDP2 inh -1, PLCg1 inh 1, DDE Tn7 FP inh -2, ADAM10 inh -4, ARFGAP1 inh -1, Tn6 DDE FP 0, LEDGF integ inh -1, ASAP1 GAP inh 10 and KLK7 zymogen act -0.5.
Screening Cc1cc(C)n(CCN(C)c2nc3nonc3nc2NC2CC2)n1 returned ADAM17 inh 3, TDP2 inh -2, PLCg1 inh 5, DDE Tn7 FP inh -7, ADAM10 inh 1, ARFGAP1 inh -10, Tn6 DDE FP -2, LEDGF integ inh -1, ASAP1 GAP inh -1 and KLK7 zymogen act 0.4.
Cc1cc(C)c2c(N)c(S(=O)(=O)Cc3ccccc3)sc2n1 was read as ADAM17 inh -21, TDP2 inh -9, PLCg1 inh -132, DDE Tn7 FP inh -5, ADAM10 inh -88, ARFGAP1 inh -7, Tn6 DDE FP 0, LEDGF integ inh 4, ASAP1 GAP inh 1 and KLK7 zymogen act 2.4.
Cc1sc2ncn(CC(=O)NCCCC(=O)N3CCN(Cc4ccc5c(c4)OCO5)CC3)c(=O)c2c1C was read as ADAM17 inh -4, TDP2 inh 3, PLCg1 inh -2, DDE Tn7 FP inh -2, ADAM10 inh -9, ARFGAP1 inh -1, Tn6 DDE FP 5, LEDGF integ inh -5, ASAP1 GAP inh 9 and KLK7 zymogen act -0.1.
COc1ccc(NC(=O)COC(=O)C2CC(=O)N(Cc3ccc(C)cc3)C2)cc1 (stereo unspecified) was read as ADAM17 inh -2, TDP2 inh 8, PLCg1 inh -4, DDE Tn7 FP inh 5, ADAM10 inh 2, ARFGAP1 inh 6, Tn6 DDE FP 3, LEDGF integ inh -1, ASAP1 GAP inh 2 and KLK7 zymogen act 0.2.
Screening O=C(Nc1ccc2oc(=O)ccc2c1)c1cc([N+](=O)[O-])ccc1N1CCOCC1 returned ADAM17 inh -1, TDP2 inh -11, PLCg1 inh 2, DDE Tn7 FP inh 5, ADAM10 inh 4, ARFGAP1 inh 3, Tn6 DDE FP -2, LEDGF integ inh 1, ASAP1 GAP inh 6 and KLK7 zymogen act 0.1.
For CCN(C[C@H]1N[C@@](Cc2ccccc2)(C(=O)OC)[C@H]2C(=O)N(C)C(=O)[C@@H]12)C(=O)COC the results were ADAM17 inh -2, TDP2 inh 14, PLCg1 inh 3, DDE Tn7 FP inh -4, ADAM10 inh -2, ARFGAP1 inh -4, Tn6 DDE FP -2, LEDGF integ inh 0, ASAP1 GAP inh 22 and KLK7 zymogen act -0.1.
CCC(=O)Nc1nc2ccccc2n1Cc1ccccc1C was read as ADAM17 inh -2, TDP2 inh 3, PLCg1 inh 0, DDE Tn7 FP inh -6, ADAM10 inh 7, ARFGAP1 inh 5, Tn6 DDE FP -9, LEDGF integ inh 8, ASAP1 GAP inh -10 and KLK7 zymogen act 0.0.
Screening CC(C)CC(=O)Nc1ccc([N+](=O)[O-])cc1Cl returned ADAM17 inh 2, TDP2 inh 2, PLCg1 inh -1, DDE Tn7 FP inh 7, ADAM10 inh 5, ARFGAP1 inh 1, Tn6 DDE FP 4, LEDGF integ inh 1, ASAP1 GAP inh -17 and KLK7 zymogen act 0.0.
For COc1ccc(-c2csc(NC(=O)CSCC(=O)Nc3cc(C)on3)n2)cc1 the results were ADAM17 inh 1, TDP2 inh -7, PLCg1 inh 0, DDE Tn7 FP inh -3, ADAM10 inh 3, ARFGAP1 inh -5, Tn6 DDE FP -6, LEDGF integ inh 5, ASAP1 GAP inh 5 and KLK7 zymogen act 0.3.
Screening CSCCC(NC(=O)COc1ccccc1)C(=O)Nc1ccc(C)cc1 (stereo unspecified) returned ADAM17 inh -1, TDP2 inh -9, PLCg1 inh 0, DDE Tn7 FP inh 4, ADAM10 inh 5, ARFGAP1 inh -4, Tn6 DDE FP 4, LEDGF integ inh -2, ASAP1 GAP inh 1 and KLK7 zymogen act 0.2.
Screening COc1ccc(/C=C/c2ccc(=O)n(Cc3ccccc3)n2)cc1 returned ADAM17 inh -36, TDP2 inh -8, PLCg1 inh -261, DDE Tn7 FP inh 9, ADAM10 inh -94, ARFGAP1 inh -10, Tn6 DDE FP -2, LEDGF integ inh 3, ASAP1 GAP inh -2 and KLK7 zymogen act -2.5.
COc1cc(/C=C2\SC(N)=NC2=O)ccc1OCC(=O)Nc1ccc(C)cc1 was read as ADAM17 inh -16, TDP2 inh 3, PLCg1 inh -58, DDE Tn7 FP inh 1, ADAM10 inh -63, ARFGAP1 inh 45*, Tn6 DDE FP -12, LEDGF integ inh -13, ASAP1 GAP inh 20 and KLK7 zymogen act -24.
Screening O=C(CN(Cc1ccccc1)S(=O)(=O)c1ccc2c(c1)OCCO2)N/N=C/c1cccc(Br)c1 returned ADAM17 inh 5, TDP2 inh 3, PLCg1 inh -3, DDE Tn7 FP inh -5, ADAM10 inh 12, ARFGAP1 inh 7, Tn6 DDE FP -6, LEDGF integ inh 0, ASAP1 GAP inh 20 and KLK7 zymogen act -0.5.
`C[C@@]12C(=O)N(CC3CCCO3)CC(=O)N1[C@@H]1c3ccccc3OC[C@@H]1[C@@H]2c1ccccc1` (stereo partly specified) gave ADAM17 inh -7, TDP2 inh -7, PLCg1 inh 0, DDE Tn7 FP inh 4, ADAM10 inh -13, ARFGAP1 inh -1, Tn6 DDE FP 1, LEDGF integ inh 1, ASAP1 GAP inh 2 and KLK7 zymogen act -0.2.
N#C/C(=C/c1ccc(Br)o1)C(N)=O was read as ADAM17 inh 1, TDP2 inh 2, PLCg1 inh 1, DDE Tn7 FP inh -4, ADAM10 inh -1, ARFGAP1 inh -5, Tn6 DDE FP -12, LEDGF integ inh -1, ASAP1 GAP inh -1 and KLK7 zymogen act 0.8.
